From PubChem
p53 reactivator: re-activators of mutant p53; H1299 p53-A138V BP100-luciferase reporter, luminescence, 24 h; Potency, µM (doses to about 92.2 µM), without a hit: at the highest dose activity change, positive = activation, most hits filed as activators; 320,000 compounds, 0.063% hits; also: % of control where 0% means no effect; nearly all actives have a fitted effect of over 45% in size
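H1299 (p53-null), stable ts p53-A138V + BP100-Luc; 1000 cells/well, Opti-MEM/10% FBS; cpd 4 pt, 1:5; 24 h, 37 deg C, 5% CO2; detection reagent 10 min RT; luminescence.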
MBNL1 CUG block: MBNL1-poly(CUG) RNA binding inhibition; Q9NR56; 280,000 compounds, 0.036% hits; AID 2675; Potency, µM (top dose mostly 57.5 µM), for inactives: top-dose activity change, negative = inhibition, hits mostly inhibitors; TR-FRET MBNL1-His/biotin-(CUG)12 binding, 665/545 ratio; active = well fitted inhibition curve with a large enough effect in the signal ratio, with a control signal flat, not every such curve was filed as active; inconclusive = small, poorly fitted or top-dose-only effect, or effect the other way, or a change in a side signal; inactive = no such curve, though single readings can be large or run the other way; the % refers to the signal ratio; also: % is scaled to controls: 0 for no effect and ±100 for the full control effect
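Compound titration spanned 92 nM–58 uM against the MBNL1-His/biotin-(CUG)12 complex. After 60 min at room temperature with 5 nM streptavidin-XL665 and 0.055 ng/ul terbium anti-His, ratiometric 665/545 nm emission (Ex 340 nm) normalized to controls.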
RORgamma inh: blocks mouse ROR gamma transcriptional activity. P51450. Drosophila S2 Gal4-RORgamma UAS-luciferase reporter, 20 h. Potency, µM (top dose mostly 53.6 µM), inactives show top-dose activity change, negative = inhibition, usual class: inhibitors. 310,000 compounds, 5.4% hits; also: % is scaled to controls: 0 for no effect and ±100 for the full control effect; nearly all actives have a fitted effect of over 60% in size
Target sequence (P51450 whole entry, looked up, the tested form may be a part): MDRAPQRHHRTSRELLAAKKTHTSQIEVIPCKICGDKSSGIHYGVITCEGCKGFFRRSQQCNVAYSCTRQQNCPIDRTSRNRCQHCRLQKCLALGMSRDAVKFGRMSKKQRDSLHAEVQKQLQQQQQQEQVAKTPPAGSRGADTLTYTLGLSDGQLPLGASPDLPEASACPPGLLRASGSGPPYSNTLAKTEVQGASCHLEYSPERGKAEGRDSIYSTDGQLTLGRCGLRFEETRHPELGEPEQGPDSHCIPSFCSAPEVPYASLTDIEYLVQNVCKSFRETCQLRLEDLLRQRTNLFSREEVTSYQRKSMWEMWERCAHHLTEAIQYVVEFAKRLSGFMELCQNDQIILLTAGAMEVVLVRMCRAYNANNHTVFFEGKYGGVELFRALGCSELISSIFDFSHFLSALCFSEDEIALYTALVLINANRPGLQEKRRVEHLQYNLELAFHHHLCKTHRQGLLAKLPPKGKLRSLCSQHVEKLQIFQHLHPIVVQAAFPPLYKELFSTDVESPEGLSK
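In this cell-based reporter format, copper sulfate (700 uM final) drives Gal4–ROR gamma fusion expression from a metallothionein promoter in Drosophila Schneider cells; compounds preincubated 1 hr, reporter read after 20 hr at ambient temperature.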
VP16 counter: counter-screen for ROR gamma inhibitors: Gal4-VP16 reporter; Drosophila S2 Gal4-VP16 UAS-luciferase, luminescence, 20 h; Potency, µM (doses to about 53.6 µM), for inactives: at the highest dose activity, negative = inhibition, usual class: inhibitors; 310,000 compounds, 3.5% hits; AID 2546;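 also: Gal4-VP16 expression switched on by copper sulfate through the metallothionein promoter; % is scaled to controls: 0 for no effect and ±100 for the full control effect; nearly all actives have a fitted effect of over 50% in size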
ELG1 genotox: induces genotoxicity in HEK293T cells with luciferase-tagged ELG1; 330,000 compounds, 1.3% hits; Potency, µM (highest dose often 46 µM), for the others: at the highest dose activity change, positive = activation, most hits filed as activators; HEK293T ELG1-luciferase reporter, luminescence, 16 h; also: % of control where 0% means no effect; nearly all actives have a fitted effect of over 60% in size
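Cells (2,000/well) expressing the ELG1-luciferase fusion are dosed by pin tool and kept 16 hr at 37 °C, 5% CO2. Signal comes from ONE-Glo luciferase reagent after 30 min at room temperature.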
BRCA1 expr act: BRCA1 expression activation; MCF7-BRCA1-FFLuc reporter, luminescence, 48 h; response scale: scaled: vehicle 0%, 10 µM genistein 100%; Potency, µM (doses to about 46.1 µM), for the others: at the highest dose activation, actives largely listed as activators; 380,000 compounds, 1.1% hits; also: nearly all actives have a fitted effect of over 80% in size; some results filed as inactive show a strong effect at the top dose
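Quantitative HTS in MCF7 cells stably reporting BRCA1 expression via firefly luciferase. Compound treatment lasts 48 h at 37 °C in phenol-red free MEM. Activation is expressed relative to genistein at 10 microM and DMSO.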
CXXC DNA block: MLL CXXC-DNA interaction inhibition. MLL-CXXC / FITC-HOXA9 DNA fluorescence polarization. Potency, µM (doses to about 115 µM), for inactives: at the top dose activity change, negative = inhibition, most hits filed as inhibitors. 290,000 compounds, 0.037% hits. AID 2662; active = well fitted inhibition curve with a large enough effect in the polarisation, with a control signal flat, not every such curve was filed as active; inconclusive = small, poorly fitted or top-dose-only effect, or effect the other way, or a change in a side signal; inactive = no such curve, though single readings can be large or run the other way; the % refers to the polarisation
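Purified MLL-CXXC (added from a 7 uM solution) was preincubated 5 min at ambient with pinned compounds in 50 mM Tris-HCl pH 7.5, 50 mM NaCl, 1 mM DTT, 0.05% BSA. Fluorescein-labeled HOX-A9 DNA (50 nM solution) followed, 30 min, then polarization read.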
uPA surface inh: blocks generation of uPA at the cell surface; cell surface uPA generation assay, qHTS; Potency, µM (series often up to 38.3 µM), inactives show top-dose activity change, negative = inhibition, most hits filed as inhibitors; 330,000 compounds, 0.31% hits; active = well fitted inhibition curve with a large enough effect; inconclusive = small, poorly fitted or top-dose-only effect; inactive = no such curve, though single readings can be large or run the other way; tested in mouse RAW 264.7 cells; also: % is scaled to controls: 0 for no effect and ±100 for the full control effect; nearly all actives have a fitted effect of over 55% in size
FLuc counter: counter-screen for miR-21 project: firefly luciferase inhibitors or activators; P08659; purified FLuc, Km substrates, luminescence inhibition; Potency, µM (doses to about 57.5 µM), without a hit: at the top dose activity change, negative = inhibition, actives largely listed as inhibitors; 360,000 compounds, 6.9% hits; AID 588342;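 also: plate controls were vehicle for no effect and reference inhibitor for full effect; nearly all actives have a fitted effect of over 55% in size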
Target sequence (P08659 whole entry, looked up): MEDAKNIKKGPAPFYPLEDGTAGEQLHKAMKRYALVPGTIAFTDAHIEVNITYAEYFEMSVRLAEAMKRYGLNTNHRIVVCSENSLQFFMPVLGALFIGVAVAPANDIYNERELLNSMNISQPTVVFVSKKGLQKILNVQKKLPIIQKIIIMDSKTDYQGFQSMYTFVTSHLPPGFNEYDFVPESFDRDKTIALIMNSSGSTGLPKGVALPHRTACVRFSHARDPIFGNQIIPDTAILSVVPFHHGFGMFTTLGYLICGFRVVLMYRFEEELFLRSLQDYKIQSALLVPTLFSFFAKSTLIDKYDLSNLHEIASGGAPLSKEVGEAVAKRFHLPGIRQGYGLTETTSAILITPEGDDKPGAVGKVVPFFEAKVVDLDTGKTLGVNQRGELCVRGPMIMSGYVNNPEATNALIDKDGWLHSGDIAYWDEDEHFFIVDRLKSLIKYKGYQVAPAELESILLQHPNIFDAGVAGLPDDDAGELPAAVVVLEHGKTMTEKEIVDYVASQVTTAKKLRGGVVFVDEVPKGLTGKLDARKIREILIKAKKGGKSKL
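Purified P. pyralis luciferase (10nM final) with 10uM D-luciferin and 10uM ATP (Km levels) in 50mM Tris acetate pH 7.5, 10mM Mg acetate, 0.01% Tween-20, 0.05% BSA; qHTS 6-point titration, ~60 µM downward; luminescence read.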
NPC1 prom act: activators of NPC1 promoter; Huh7 NPC1 promoter luciferase reporter, 24 h; Potency, µM (titrated, usually from 9.22 µM), inactives show at the top dose activation, actives largely listed as activators; 320,000 compounds, 2.4% hits; AID 485313;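 also: % of control where 0% means no effect; nearly all actives have a fitted effect of over 60% in size; reporter is driven by a mutant NPC1 promoter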
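Luciferase expression driven by the NPC1 promoter was measured in stably transfected Huh7 cells after a 24 h compound incubation, using a luciferase reagent and a luminescence read.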
Rab9 promoter act: activators of Rab9 promoter | Huh7 Rab9 promoter-luciferase reporter, luminescence, 24 h | Potency, µM (doses to about 9.22 µM), for inactives: top-dose activation, negative = inhibition, most hits filed as activators | 320,000 compounds, 2.8% hits; also: % of control where 0% means no effect; nearly all actives have a fitted effect of over 60% in size
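Stable Rab9-luc Huh7, 1500 cells/well, 2 h settle; cmpd in DMSO, 24 h, 37 °C/5% CO2; luciferase reagent 10 min RT; luminescence.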
Starred values were filed as active, the others as inactive; ? = inconclusive; · = not tested or not shown; [ ] = dose if it differs, or a comment. Unless noted, calls follow the shape of the dose curve; as a rule, active = well fitted curve in the direction sought with a large enough effect; inconclusive = small, poorly fitted or top-dose-only effect, or another doubt; inactive = no such curve, though single readings can be large; an effect the other way counts as inactive or inconclusive. Potency is read from the fitted curve at half-maximal effect.

item	SMILES	p53 reactivator	MBNL1 CUG block	RORgamma inh	VP16 counter	ELG1 genotox	BRCA1 expr act
1	Cc1ccc2c(c1)C1CN(C)CCC1N2Sc1ccccc1[N+](=O)[O-] (configuration not stated)	-8%	?	2%	-19%	-2%	-21%
2	CC(C)c1ccc(OCc2nnc(SCC(=O)N3CCCCC3)o2)cc1	1%	-2%	74%	-7%	-11%	27%
3	CCOc1cc(S(=O)(=O)Nc2ccccc2CC)ccc1Cl	8%	-3%	40%	2%	-7%	-19%
4	CCn1c(N2CCN(C(=S)NCC(C)C)CC2)nc2ccccc21	-5%	-3%	29%	10%[0.365 µM]	-16%	-1%
5	O=C(Nc1cccc(S(=O)(=O)N2CCOCC2)c1)C1COc2ccccc2O1 (configuration not stated)	17%	·	·	·	-2%	24%
6	CC(CC(=O)Nc1ccc(S(=O)(=O)Nc2ncccn2)cc1)c1ccccc1 (configuration not stated)	-2%	1%	-25%	-2%	-7%	-2%
7	O=C(CCN1C(=O)/C(=C\c2cccs2)SC1=S)Nc1ccccn1	-1%	3%	?	6%	-9%	-10%
8	COc1cccc(/C=N/NC(=O)c2nnn(-c3nonc3N)c2C(C)C)c1	-5%	2%	0%	-21%	0%[9.26 µM]	19%

item	CXXC DNA block	uPA surface inh	FLuc counter	NPC1 prom act	Rab9 promoter act
1	3%	-4%	4%	-1%	4%
2	37%	-4%	?	-5%	4%
3	5%	·	0%	3%	-9%
4	-2%	-5%	5%	-3%	-5%
5	·	-3%	1%	4%	2%
6	7%	14%	-1%	-5%	0%
7	31%[activator]	2%	-11%	-1%	1%
8	2%	12%	?	-3%	0%

More structures
item	SMILES	p53 reactivator	MBNL1 CUG block	RORgamma inh	VP16 counter	ELG1 genotox	BRCA1 expr act
9	Cc1nn(C)c(C)c1/C=N/NC(=O)CCn1nc(C)c([N+](=O)[O-])c1C	1%	13%	-7%	3.5µM*	0%	3%
10	Cc1[nH]c(=O)[nH]c(=O)c1S(=O)(=O)NCCc1ccc(S(N)(=O)=O)cc1	31%	-6%	-24%[0.365 µM]	·	2%	7%
11	O=C(O)C1CC=CCC1C(=O)Nc1cccc(F)c1 (configuration not stated)	-15%	-21%	-6%[0.365 µM]	·	3%	14%
12	O=C(O)CC(CC(=O)Nc1nncs1)c1ccccc1 (configuration not stated)	0%	-7%	-8%	-1%	1%	-4%
13	COCC(C)NC(=O)c1cc(-c2ccccc2OC)on1 (configuration not stated)	16%	-5%	23%	10%	12%	11%
14	CCOc1cccc(NC(=O)C2CC(=O)N(C)C(=Nc3ccccc3)S2)c1 (configuration not stated)	-5%	-7%	30%	2%	-11%	-44%
15	Cc1cc(C)c(S(=O)(=O)N2CCN(C(=O)c3cc4ccccc4oc3=O)CC2)c(C)c1	-9%	·	·	·	0%	-6%
16	Nc1c(NCCC2=CCCCC2)c(=O)[nH]c(=O)n1Cc1ccccc1	17%	16%	-18%	?	0%	-23%

item	CXXC DNA block	uPA surface inh	FLuc counter	NPC1 prom act	Rab9 promoter act
9	3%	0%	-1%	-1%	-1%
10	7%	5%	3%	0%	-7%
11	2%	8%	3%	-4%	-2%
12	3%	1%	-1%	0%	-1%
13	-2%	·	?	?	30%
14	20%	0%	-2%	-4%	-1%
15	·	11%	-2%	-3%	-4%
16	-8%	-1%	-10%	-4%	5%

(listing goes on)
item	SMILES	p53 reactivator	MBNL1 CUG block	RORgamma inh	VP16 counter	ELG1 genotox	BRCA1 expr act
17	Cc1ccc2[nH]c(=O)c(CN(CCCO)S(=O)(=O)c3c(C)ccc4nsnc34)cc2c1	-14%	?	33%	-2%	-4%	-1%
18	Cc1cccc(C(=O)OC(C)CN2CCN(C)CC2)c1 (configuration not stated)	11%	·	-34%	-4%	?	8.9µM*
19	COc1ccc(C(=O)Nn2c(C3CCC3)nc3ccccc3c2=O)c(OC)c1	4%	28%	17%	5%	-8%	-3%
20	CCCNC(=O)C(Cc1ccccc1F)NC(=O)c1ccc(C#N)cc1 (configuration not stated)	-11%	·	·	·	4%	-4%
21	COCCCN1C(=O)c2[nH]nc(-c3ccccc3O)c2C1c1cccc(Cl)c1 (configuration not stated)	-6%	-6%	?	?	-5%	-85%
22	COc1ccccc1/C=C/c1nc(S(=O)(=O)c2ccccc2)c(N(C)C)o1	?	9%	11%	?	-5%	-6%
23	CCNC(=O)/C(C#N)=C/c1c(N2CCN(c3ccccc3)CC2)nc2ccccn2c1=O	19%	?	-2%	0%	4%	17%
24	Cc1cccc2c1NC1(CCCC1)CC2C (configuration not stated)	-1%	2%	0%	-5%	-7%	-13%

item	CXXC DNA block	uPA surface inh	FLuc counter	NPC1 prom act	Rab9 promoter act
17	4%	6%	7%	-3%	-6%
18	8%	-9%	?	22%	?
19	0%	·	2%	1%	-4%
20	·	-4%	2%	-7%	-1%
21	-4%	-18%	6%	-22%	-2%
22	12%	2%	2%	-8%	-8%
23	1%	1%	2%	3%	9%
24	8%	13%	1%	-3%	-4%

(next part)
item	SMILES	p53 reactivator	MBNL1 CUG block	RORgamma inh	VP16 counter	ELG1 genotox	BRCA1 expr act
25	CCCCOC(=O)c1nnc(-c2ccccc2)o1	1%	3%	10%	-3%	3%	0%
26	COc1ccccc1CCNC(=O)Nc1cccc([N+](=O)[O-])c1	0%	?	40%	-11%	-6%	29%
27	COc1ccc(C(C)=O)c(OC(=O)c2ccc(OC)c(OC)c2)c1	3%	6%	3%	-10%	5%	0%
28	CCc1nc(SCC(=O)NNC(=O)C2CCCCC2)c2ccccc2n1	5%	-1%	24%	-10%	-4%	-22%
29	Cn1cnc([N+](=O)[O-])c1Oc1cccc2ccccc12	-29%	12%	?	?	1%	-64%
30	CC1CCCC/C1=N\NC(=S)Nc1cccnc1 (configuration not stated)	7%	4%	?	-5%	-1%	-10%
31	Cc1ccc(S(=O)(=O)CCC(=O)N(CCN2CCOCC2)c2nc3ccccc3s2)cc1	?	·	·	·	?	57%
32	COc1ccc(NC(=O)[C@@H](NC(=O)c2ccccc2)C(C)C)cc1S(=O)(=O)N1CCCCC1	-6%	·	15%	-10%	-1%	-26%
33	CC(NCCC(Cc1ccccc1)c1ccco1)c1ccccc1 (configuration not stated)	-3%	2%	9%	-2%	-5%	-3%
34	CC1CCN(c2nc3ccc(C(=O)NCCCN4CCCCC4C)cc3s2)CC1 (configuration not stated)	·	-6%	24%	-7%	?	0%
35	CCCn1nnnc1SCC(=O)c1ccc(NC(C)=O)cc1	6%	2%	12%	19%	1%	29%

item	CXXC DNA block	uPA surface inh	FLuc counter	NPC1 prom act	Rab9 promoter act
25	-2%	4%	12µM*	1%	2%
26	19%	3%	?	-2%	1%
27	18%	·	5%	-2%	-1%
28	11%	·	-1%	-9%	-6%
29	5%	-11%	3%	1%	-17%
30	17%	-2%	-16%	3%	3%
31	·	-9%	-2%	?	?
32	6%	3%	2%	0%	2%
33	-3%	-1%	-2%	-1%	1%
34	17%	11µM*	?	-18%	-46%[inhibitor]
35	10%	2%	-9%	1%	16%

From compound 25 up to 30, as listed above:
item	SMILES	p53 reactivator	MBNL1 CUG block	RORgamma inh	VP16 counter	ELG1 genotox	BRCA1 expr act
25	CCCCOC(=O)c1nnc(-c2ccccc2)o1	1%	3%	10%	-3%	3%	0%
26	COc1ccccc1CCNC(=O)Nc1cccc([N+](=O)[O-])c1	0%	?	40%	-11%	-6%	29%
27	COc1ccc(C(C)=O)c(OC(=O)c2ccc(OC)c(OC)c2)c1	3%	6%	3%	-10%	5%	0%
28	CCc1nc(SCC(=O)NNC(=O)C2CCCCC2)c2ccccc2n1	5%	-1%	24%	-10%	-4%	-22%
29	Cn1cnc([N+](=O)[O-])c1Oc1cccc2ccccc12	-29%	12%	?	?	1%	-64%
30	CC1CCCC/C1=N\NC(=S)Nc1cccnc1 (configuration not stated)	7%	4%	?	-5%	-1%	-10%

item	CXXC DNA block	uPA surface inh	FLuc counter	NPC1 prom act	Rab9 promoter act
25	-2%	4%	12µM*	1%	2%
26	19%	3%	?	-2%	1%
27	18%	·	5%	-2%	-1%
28	11%	·	-1%	-9%	-6%
29	5%	-11%	3%	1%	-17%
30	17%	-2%	-16%	3%	3%

This is a subset; count on the stated rates, not on these rows.
